# Compound activity: PubChem, several laboratories
# PAFAH1B2 FP inh – inhibitors of human PAFAH1B2 | P68402 | recombinant PAFAH1B2, FP-rhodamine activity probe, fluorescence polarization | inhibition, % at 3.39 µM | 340,000 compounds, 1.2% hits | AID 492953;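 active = inhibition above the mean of all tested compounds plus 3 SD, cut at about 24% in these data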;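 note: 0% = enzyme with DMSO and 100% = wells lacking PAFAH1B2; many of its hits are not listed in these tables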
# Target sequence (P68402 whole entry, looked up): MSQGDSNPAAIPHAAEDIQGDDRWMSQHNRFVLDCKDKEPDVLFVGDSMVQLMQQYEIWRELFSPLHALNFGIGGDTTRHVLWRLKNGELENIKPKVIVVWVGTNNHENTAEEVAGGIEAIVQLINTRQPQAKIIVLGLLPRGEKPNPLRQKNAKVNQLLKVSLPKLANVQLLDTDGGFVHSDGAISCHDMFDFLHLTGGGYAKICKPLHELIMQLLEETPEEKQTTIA
# MEX-5 binding – C. elegans MEX-5 TCR-2 RNA binding activity. Q9XUB2. MEX-5/FITC-TCR2 RNA binding, fluorescence polarization; stronger effect = lower value. activity score (negative = inhibition of binding), % at 10 µM. 300,000 compounds, 0.38% hits. AID 1832;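 active = inhibition past about -25% in most replicates, and total fluorescence under double the plate's negative control median, limit read from the data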;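 note: 0% = DMSO and -100% = 5 µM competing unlabeled TCR2 RNA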
# Target sequence (Q9XUB2 whole entry, looked up): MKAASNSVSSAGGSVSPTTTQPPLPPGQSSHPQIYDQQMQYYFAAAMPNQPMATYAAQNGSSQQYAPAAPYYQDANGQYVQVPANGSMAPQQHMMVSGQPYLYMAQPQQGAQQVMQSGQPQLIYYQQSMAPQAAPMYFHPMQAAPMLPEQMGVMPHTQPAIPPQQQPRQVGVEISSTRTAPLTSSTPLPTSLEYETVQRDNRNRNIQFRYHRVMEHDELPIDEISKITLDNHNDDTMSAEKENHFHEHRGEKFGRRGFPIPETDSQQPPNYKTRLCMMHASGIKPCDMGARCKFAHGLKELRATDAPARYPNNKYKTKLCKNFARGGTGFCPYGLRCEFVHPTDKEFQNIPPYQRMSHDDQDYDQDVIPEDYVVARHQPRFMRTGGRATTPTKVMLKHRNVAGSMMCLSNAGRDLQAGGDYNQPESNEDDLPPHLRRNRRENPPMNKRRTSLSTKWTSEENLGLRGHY
# MCL1 BIM primary – disrupts human MCL1 binding to BIM-BH3 peptide; GST-MCL1 / FITC-Bim-BH3 fluorescence polarization; inhibition, % at 10.9 µM; 320,000 compounds, 0.68% hits;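 active = inhibition above the mean inhibition of all tested compounds plus 3 SD, set per campaign, cut at about 40% in these data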;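 note: 0% = DMSO wells and 100% = unlabeled Bim-BH3 peptide control; higher means more loss of mP so more displacement of Bim peptide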
# AHR act – activators of human aryl hydrocarbon receptor | AID 2796 | P35869 | activation, % at 5 µM | AHR-responsive luciferase reporter cells, luminescence | 320,000 compounds, 2.5% hits; in the data active = activation above about 47%;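 note: 0% = vehicle wells and 100% = reference agonist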
# Fam108B inh – counter-screen for RBBP9 inhibitors: inhibitors of mouse Fam108B; recombinant Fam108B, FP-Rh probe fluorescence polarization; inhibition, % at 9.51 µM; 300,000 compounds, 0.33% hits; AID 1947;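 active = inhibition above the screen mean inhibition plus 3 SD, computed separately per campaign, cut at about 18% in these data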;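 note: inhibitors lower polarization as less probe binds the enzyme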
# PME-1 inh – blocks human protein phosphatase methylesterase 1. Q9Y570. 320,000 compounds, 0.53% hits. recombinant PME-1, FP-Rh probe fluorescence polarization. inhibition, % at 5.9 µM. AID 2130;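 active = inhibition above the campaign mean of all compounds plus 3 SD, cut at about 26% in these data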;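 note: competitive labeling of PME-1 active site by serine hydrolase directed probe; 0% = PME-1 with DMSO and 100% = wells lacking PME-1 enzyme; inhibitors block probe labeling so polarization falls and inhibition rises; many of its hits are not listed in these tables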
# Target sequence (Q9Y570 whole entry, looked up): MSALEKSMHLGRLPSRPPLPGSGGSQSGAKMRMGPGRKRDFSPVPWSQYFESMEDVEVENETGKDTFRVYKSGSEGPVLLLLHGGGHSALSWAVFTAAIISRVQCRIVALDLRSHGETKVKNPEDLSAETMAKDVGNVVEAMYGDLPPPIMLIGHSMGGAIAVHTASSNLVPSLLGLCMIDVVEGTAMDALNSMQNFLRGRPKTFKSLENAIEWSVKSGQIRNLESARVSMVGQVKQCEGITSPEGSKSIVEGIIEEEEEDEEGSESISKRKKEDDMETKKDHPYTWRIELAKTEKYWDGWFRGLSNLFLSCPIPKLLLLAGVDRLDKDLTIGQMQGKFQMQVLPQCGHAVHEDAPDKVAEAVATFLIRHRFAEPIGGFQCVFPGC
# pPAFAH FP inh – inhibitors of human plasma PAF acetylhydrolase (pPAFAH); Q13093; AID 463082; recombinant pPAFAH, FP-rhodamine probe fluorescence polarization; 330,000 compounds, 1.5% hits; inhibition, % at 3.39 µM;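 active = inhibition above the mean inhibition across the screen plus 3 SD, cut at about 25% in these data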;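 note: inhibitors block binding of the rhodamine activity-based probe so polarization drops; 0% = enzyme with DMSO and 100% = wells lacking pPAFAH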
# BCLXL inh – inhibitors of human Bcl-xL; AID 2129; 320,000 compounds, 0.7% hits; inhibition, % at 10.9 µM; GST-Bcl-xL / FITC-Bim BH3 peptide fluorescence polarization; Q07817;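 active = inhibition above the mean of all tested compounds plus 3 SD, cutoff set per campaign, cut at about 30% in these data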;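 note: 0% = DMSO wells and 100% = unlabeled Bim-BH3 peptide competitor; inhibitors lower millipolarization by displacing the labeled peptide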
# GLD-1 RNA inh – GLD-1-TGE RNA interaction inhibition (C. elegans); purified GLD-1 + fluorescein TGE RNA, fluorescence polarization; inhibition, % at 5.96 µM; 320,000 compounds, 0.44% hits;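 active = percent inhibition above a per-plate cutoff, the plate mean of test compounds plus 3 SD, cut at about 30% in these data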;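 note: 0% = DMSO wells with GLD-1 and probe and 100% = wells lacking GLD-1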
# Numbers without * were called inactive; · = not tested or not shown. Some of the compounds tested. The share of hits here may be higher or lower than overall.
SMILES,PAFAH1B2 FP inh,MEX-5 binding,MCL1 BIM primary,AHR act,Fam108B inh,PME-1 inh,pPAFAH FP inh,BCLXL inh,GLD-1 RNA inh
CCN(CCCNC(=O)CN1C(=O)COc2ccc(S(=O)(=O)N3CCC(C)CC3)cc21)Cc1ccccc1,-4.7,2.2,-0.2,1.2,-1.7,13.6,3.7,4.7,14.1
S=c1[nH]nc(-c2ccc3ccccc3n2)n1-c1ccc2ncccc2c1,5.1,1.1,4.5,22.3,5.0,0.5,14.7,-12.7,-4.9
O=C(COC(=O)c1cccc([N+](=O)[O-])c1)c1ccc2c(c1)OCO2,·,1.6,-2.6,2.1,2.1,-2.7,10.5,1.7,4.9
Cc1ccc(S(=O)(=O)N2CCN(C(=O)c3sccc3C)CC2)cc1,7.7,-1.5,4.1,0.3,0.6,2.5,2.7,1.3,16.5
CN(C)N(C)C(=O)C(O)(c1ccccc1)c1ccccc1,3.2,-1.5,2.5,0.3,-2.3,-5.8,0.4,1.8,6.2
CN(CC(=O)Nc1ccc(F)cc1)C(=O)CCc1ccccc1,-0.7,-0.7,-0.6,0.1,-3.0,3.4,6.4,-4.7,1.4
Fc1ccc(CSc2nnc(-c3ccncc3)o2)cc1,8.5,1.0,4.8,-2.7,-1.2,2.0,3.6,0.5,8.1
COc1cc2nc(SCc3ccc(F)cc3)n(Cc3cccs3)c(=N)c2cc1OC,-6.6,1.5,8.1,0.5,5.0,-0.8,15.0,6.5,-5.5
COc1ccc(C(=S)NCS(=O)(=O)c2ccc(C)cc2)cc1,-3.0,1.0,17.1,4.2,2.6,4.4,2.2,8.1,-4.0
CCCNC(=S)NCc1ccc(Cl)cc1,3.5,0.4,15.8,-2.7,1.4,1.0,1.9,3.5,-2.3
O=C(CCc1nc2sc3c(c2c(=O)[nH]1)CCCC3)NCCc1ccc(F)cc1,10.6,-15.3,0.8,22.7,-1.6,-6.9,12.5,-4.0,-5.6
Cc1cc(C)nc(N2CCCC(C(=O)NCc3ccccc3)C2)n1 (configuration not stated),6.2,-0.6,0.8,4.0,1.9,-1.4,1.8,3.5,-2.8
CCN1CCN(C(=O)c2cc3cc(Cl)ccc3[nH]2)CC1,0.1,-1.5,-7.7,32.2,-1.7,0.5,10.0,-5.9,-13.6
CC(=O)c1ccc(NC(=O)c2cccs2)cc1,-0.1,-0.5,0.5,-0.2,0.0,-0.3,1.2,1.8,1.1
COc1ccc(OC)c2[nH]c(=O)c(CCNS(=O)(=O)c3ccccc3)cc12,-4.5,-0.3,-7.0,16.5,-0.4,5.5,4.5,6.0,6.8
COC(=O)c1sc(OC)cc1OCc1ccc(C)cc1,1.6,-1.1,3.4,-0.3,0.4,12.2,2.9,4.6,7.8
COc1cccc(OCc2nc3c4cnn(-c5ccccc5)c4ncn3n2)c1,0.3,0.1,-9.3,2.3,-8.4,-1.2,0.7,-6.1,-1.6
CCc1ccc(N(CC(=O)Nc2ccccc2C(=O)N2CCOCC2)S(C)(=O)=O)cc1,-2.3,3.2,0.3,2.0,0.8,-2.6,3.4,2.0,4.2
O=C(Nc1ccccn1)c1ccc2ccccc2c1O,7.0,1.7,5.7,151.0*,0.5,-4.1,10.5,-0.5,4.9
C/C(=N\N=C\c1ccccc1)c1nnn(-c2nonc2N)c1C,5.3,-0.4,7.5,-8.3,-10.9,-1.9,3.0,-1.4,-0.7
COc1ccc2c(c1)CCc1c(C(=O)NCCN3CCOCC3)noc1-2,3.0,-0.5,0.8,-1.1,0.6,1.8,2.1,-0.3,3.9
CCN(Cc1ccccc1)c1ccc(/C=N/N=C(N)N)cc1,25.0*,-3.2,-14.1,43.7,3.3,-6.9,7.0,-1.3,1.4
CCn1c(SCC(=O)c2ccc3c(c2)OCCO3)nnc1C(C)C,5.1,·,-10.7,1.5,-0.4,2.3,4.3,-12.2,4.5
CC(C)c1nnc(NC(=O)C2CCCO2)s1 (configuration not stated),4.9,0.0,2.1,3.3,0.5,-3.2,1.6,6.7,-3.1
Cc1noc(C)c1NC(=O)N(C)C[C@@H]1Oc2ccc(NC(=O)C3CCCCC3)cc2C(=O)N([C@@H](C)CO)C[C@H]1C,7.2,·,·,-0.8,·,·,4.8,·,2.9
CC1CCCC(NC(=O)COC(=O)COc2ccccc2Cl)C1C (configuration not stated),-1.6,2.3,-1.6,0.0,-0.7,-8.4,0.0,-0.6,8.1
CCN1CCN(CC(=O)Nc2ccc(OC(F)(F)F)cc2)CC1,7.9,-0.2,5.1,1.1,3.4,2.2,3.0,4.9,-4.9
COc1ccc(S(=O)(=O)Nc2cc3c(C(C)=O)c(C)oc3c3ccccc23)cc1,6.4,0.9,-1.3,91.9*,-6.3,-8.2,4.4,6.4,2.4
OC(COCc1ccc(Cl)cc1)CN1CCN(CC(O)COCc2ccc(Cl)cc2)CC1 (configuration not stated),6.5,-0.6,9.3,-1.8,-2.7,2.6,6.4,5.5,4.5
COc1cc(/C=C/C(=O)OCC(=O)c2c[nH]c3ccccc23)ccc1OC(F)F,-1.0,-1.1,1.4,22.5,-23.4,-36.2,-4.1,-5.0,6.9
CC(=O)NC(CC(=O)O)c1ccc([N+](=O)[O-])cc1 (configuration not stated),-1.8,1.2,-0.6,-0.7,0.0,6.8,2.1,0.8,5.3
CC(C)OCCCNC(=S)NNC(=O)c1ccc(Cl)c(Cl)c1,6.1,0.9,3.9,5.6,5.4,1.6,21.9,3.8,3.5
COc1ccc(-c2cc3ncnc(Cl)c3s2)cc1,3.4,-7.3,4.5,8.8,-1.8,-2.0,0.1,8.2,-14.4
CCC1CCCCN1CCCNC(=O)c1ccc2nc(N3CCC(C)CC3)sc2c1 (configuration not stated),-2.4,0.3,1.4,-7.9,-5.9,-0.1,1.2,2.7,-0.2
O=C(CCN1CCN(Cc2ccccc2)CC1)NNC(=O)Cc1ccc(Cl)c(Cl)c1,3.7,0.3,-21.0,-0.3,5.0,0.8,15.8,-6.3,3.7
Cc1ccc(-c2nnc(SCC(=O)Nc3ccc4c(c3)oc3ccccc34)n2C)c(Cl)c1,2.1,2.3,-0.5,31.5,-3.7,-3.0,6.2,2.7,9.4
Cc1cc(C(=O)N(C)CC2CCCN(CCc3ccc(F)cc3)C2)c(C)o1 (configuration not stated),-2.4,2.1,-0.2,-0.7,4.2,0.1,1.8,8.1,-4.5
COc1ccc(-c2nc(CSCC(=O)N3CCN(C4CCCCC4)CC3)c(C)o2)cc1OC,4.5,1.1,-4.7,1.7,-0.9,2.3,0.7,-6.7,-3.7
COC(=O)c1c(C)oc2ccc(OC(=O)c3cccs3)cc12,-3.6,1.3,3.5,-2.0,1.6,2.6,0.6,4.3,7.9
COc1cccc(N(C(=O)c2csnn2)C(C(=O)NC2CCCC2)c2ccccc2)c1 (configuration not stated),0.9,1.8,3.5,2.0,-0.5,-7.8,7.4,3.7,-0.7
O=[N+]([O-])c1cccc(COc2ncnc3cc([N+](=O)[O-])ccc23)c1,-1.6,-4.5,-1.3,4.1,4.2,5.4,8.8,-2.0,-0.9
CCOc1ccc(-c2csc(NC(=O)CSCC(=O)O)n2)c2ccccc12,-0.9,-0.4,20.1,-0.6,-0.3,5.9,14.4,4.9,5.3
Cc1ccc(C(=O)Nc2nc(=O)n(C)s2)cc1,1.3,-0.9,10.4,10.3,-4.8,0.9,1.4,1.0,3.6
O=C(COC(=O)COc1ccccc1)NCc1ccccc1,1.0,0.5,0.8,0.4,-3.3,-6.2,9.6,2.5,1.6
CCCCNC(=O)C1CCN(C(=O)Nc2ccc(C)cc2)CC1,0.1,-2.2,2.9,2.0,-2.3,-2.2,-0.7,-0.4,4.7
CCc1ccccc1N(CC(=O)OC)S(C)(=O)=O,4.0,0.1,5.4,-0.6,-0.9,3.9,2.0,-0.2,-1.1
Cc1ccc(SCC(=O)OCC(=O)Nc2ccc3[nH]c(=O)[nH]c3c2)cc1C,1.5,-0.4,-0.9,3.0,-0.4,-3.7,-0.4,5.6,-1.8
CN1CCN(C(=O)c2ccccc2[N+](=O)[O-])CC1,1.5,1.2,3.5,-0.1,-1.3,3.6,-0.3,5.7,4.2
COc1ccc(/C=C(/C#N)C(=O)Nc2ccc(O)cc2)cc1C(=O)O,-0.1,-2.5,0.3,2.6,-1.7,-2.1,2.7,10.6,1.2
COc1cc(CCCN2C(N)=NC[C@H]2Cc2ccc(O)cc2)cc(OC)c1OC,1.9,-0.2,-3.4,2.4,-0.6,-1.4,0.1,-6.5,-0.9

# More results follow:
SMILES,PAFAH1B2 FP inh,MEX-5 binding,MCL1 BIM primary,AHR act,Fam108B inh,PME-1 inh,pPAFAH FP inh,BCLXL inh,GLD-1 RNA inh
CCN1C(=S)SC(=O)C1=C1C=C(C)N(Cc2ccco2)C(C)=C1,6.6,-1.6,-84.1,-2.0,3.4,-0.1,10.4,-50.2,-130.9
Cc1ccc(N(C)S(=O)(=O)c2cccc(C(=O)Nc3ccc(C)cn3)c2)cc1,2.8,0.4,1.4,6.0,-0.3,-3.0,-0.9,7.1,9.8
CN1CCC(N(C)C(=O)c2cc(S(=O)(=O)N(C)c3ccccc3)ccc2Cl)CC1,4.3,·,·,0.3,·,·,3.0,·,5.9
CC(=O)NC1(c2ccccc2)CCN(C(=O)N2CCOCC2)CC1,2.4,0.5,1.4,1.6,-4.1,-0.3,-0.3,0.7,-5.1
C[C@@]12C(=O)Nc3cc(Cl)ccc3C(=O)N1[C@H]1c3cc(Br)ccc3OC[C@@H]1[C@@H]2c1ccccc1,-14.1,·,2.3,15.9,-37.4,-46.2,-15.8,4.3,-1.9
O=C(Nc1ccc2c(c1)OCCO2)C1CCCN1S(=O)(=O)c1cccc2cccnc12 (configuration not stated),-2.5,1.6,5.0,0.6,2.2,-0.7,4.2,1.2,2.2
S=C(NCC1CCCO1)NC1CC1 (configuration not stated),2.4,1.7,0.5,0.3,4.6,-6.1,1.9,-1.0,-3.4
COc1ccc(CC(=O)Nc2ccc(-c3cn4ccc(C)cc4n3)cc2)cc1,-3.8,-1.1,2.4,-0.4,-0.8,-10.9,-3.9,-1.4,6.9
NC(=O)CC(NC(=O)Cc1ccc(Br)cc1)c1ccc(N2CCCCCCC2)c([N+](=O)[O-])c1 (configuration not stated),7.1,5.6,5.3,0.4,-7.8,-1.9,13.0,3.4,6.4
COCCCNS(=O)(=O)c1ccc(SC)cc1,5.6,4.3,-30.3,-4.5,5.5,-3.7,-0.7,0.7,0.0
O=P(Cc1cc[n+]([O-])cc1)(c1ccccc1)c1ccccc1,3.4,1.2,5.2,3.7,-2.1,-6.1,7.2,6.5,6.8
COc1ccc2c(C(=O)NCCCCO)c(-c3ccc(S(C)(=O)=O)cc3)sc2c1,2.2,·,·,0.5,·,·,-3.5,·,-3.8
Cc1ccc(-n2ncc3c(Nc4cccc(C(=O)O)c4)ncnc32)cc1,2.3,0.0,-6.3,-0.9,0.3,-3.3,-0.6,9.1,-0.1
O=C(CN(c1ccc(F)cc1)S(=O)(=O)c1ccccc1)NC1CC2CCC1C2 (configuration not stated),1.5,0.1,-5.4,0.5,-2.5,-5.4,0.2,-3.4,-4.6
COC(=O)c1ccc(N2C(=O)CC(SCCN)C2=O)cc1 (configuration not stated),2.0,-1.4,0.9,1.3,-0.7,1.3,-0.1,8.4,0.7
